# TDP1 cell CPT – DT40-hTDP1 cell growth loss with CPT; chicken DT40 Tdp1-/-;hTDP1 cells + 20 nM CPT, ATP luminescence, 48 h; Potency, µM (top dose mostly 46.2 µM), without a hit: at the top dose activity change, negative = growth inhibition, usual class: inhibitors; 12% of 420,000 active; AID 686979; further: nearly all actives have a fitted effect of over 55% in size
#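 Chicken DT40 Tdp1-/- cells complemented with human TDP1, 400 cells/well, exposed to compounds plus 20 nM camptothecin for at least 48 h at 37 C; viability read as ATP content by CellTiter-Glo luminescence.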
# FEN1 inhibitor – human FEN1 inhibition; Potency, µM (highest dose often 114 µM), for the others: at the top dose activity change, negative = inhibition, actives largely listed as inhibitors; 0.35% of 390,000 active; P39748; Recombinant FEN1 flap cleavage, fluorescence, 15 min; further: nearly all actives have a fitted effect of over 65% in size
# Target sequence (P39748 whole entry, looked up): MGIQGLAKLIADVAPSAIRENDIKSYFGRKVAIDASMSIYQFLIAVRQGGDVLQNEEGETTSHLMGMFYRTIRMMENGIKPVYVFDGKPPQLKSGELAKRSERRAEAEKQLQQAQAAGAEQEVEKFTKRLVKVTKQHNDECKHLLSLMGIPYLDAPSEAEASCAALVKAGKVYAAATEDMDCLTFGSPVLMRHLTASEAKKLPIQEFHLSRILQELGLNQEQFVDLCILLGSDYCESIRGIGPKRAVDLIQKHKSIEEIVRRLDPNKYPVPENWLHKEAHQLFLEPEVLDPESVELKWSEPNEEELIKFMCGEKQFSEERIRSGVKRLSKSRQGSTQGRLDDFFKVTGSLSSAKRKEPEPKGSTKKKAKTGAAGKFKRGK
#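 Compounds are tested as a concentration series against 10 nM FEN1; after a 15 min room-temperature preincubation, 50 nM substrate starts cleavage, with plate reads at 0 and 15 min. Normalized responses are fitted by a Hill equation.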
# KAT2A inh – GCN5L2 (KAT2A) acetyltransferase inhibition; Q92830; GCN5L2 HAT assay, ThioGlo1 CoA-SH fluorescence; Potency, µM (titrated, usually from 58.9 µM), for inactives: at the top dose activity change, negative = inhibition, hits mostly inhibitors; 0.21% of 390,000 active; AID 504327
#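 Free CoA generated was detected with ThioGlo1 (50uM) fluorescence at Ex340nm/Em540nm, read immediately and after 20 min at room temperature. Enzyme, 20 nM in HEPES pH 7.5 buffer, saw compounds 15 min before adding 75uM H3(1-25) peptide and 70uM acetyl-CoA.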
# Numbers without * were called inactive; ? = inconclusive; . = no result given; & = joins results of further samples; [ ] = dose if it differs, or a comment. The call rests on the fitted dose curve; in most records, active means well fitted curve in the direction sought with a large enough effect; inconclusive means small, poorly fitted or top-dose-only effect, or another doubt; inactive means no such curve, though single readings can be large; an effect the other way counts as inactive or inconclusive. On the % scale 0 is the no-effect control and ±100 the full control effect; potency means the concentration at half of the fitted maximal effect.
SMILES,TDP1 cell CPT,FEN1 inhibitor,KAT2A inh
COc1ccc(-n2c(C)nc3c(cnn3-c3ccc(C)c(C)c3)c2=O)cc1Cl,?,12%,-6%
Cc1ccsc1C(=O)NNC(=O)C1CCCCC1C(=O)O (stereo unspecified),-10%,-8%,0%
CCCCOc1ccc(C(=O)Nc2ccc3oc(-c4cccnc4)nc3c2)cc1,?,-11%,-5%
CCc1cccc2c(C(=S)N3CCCC3)c[nH]c12,-23%,-9%,-9%
Cc1noc(C)c1-c1cc(NC2CCNCC2)ncn1,?,.,-5%
COc1ccc(-n2c3c(cc(C(=O)NC4CCSC4=O)c2=O)C(=O)CC(C)(C)C3)cc1 (stereo unspecified),12%,0%,-5%
COc1cccc(NC(=S)N2CCCC2)c1,-3%,-2%,-7%
CCOc1cccc(-c2c(C(=O)N/N=C/c3ccco3)nnn2-c2nonc2N)c1,3%,12%,3%
Oc1ccc(CNc2ccccc2F)c2cccnc12,2.1µM*,6%,-14%&-4%
O=S(=O)(CCN1CCN(C(c2ccccc2)c2ccccc2)CC1)C(F)(F)F,7.3µM*,-20%,-1%
CCOC(=O)Cc1cnc(NC(=O)CSc2nc(C(C)C)cc(=O)[nH]2)s1,-5%,11%,-8%
COc1cc(NC(=O)CCN2CCOCC2)cc(OC)c1,8%,7%,-2%
CCOC(=O)c1c(C)[nH]c(C(=O)Cn2nnc(-c3ccc(Cl)cc3)n2)c1C,-18%,7%,-1%
COc1cc(NC2c3ncccc3C(=O)N2Cc2ccco2)cc(OC)c1OC (stereo unspecified),13%,-11%,-12%
COc1ccc(N2C(=O)CCC(C(=O)N(C)CCc3ccccn3)C2c2ccc(OC)c(OC)c2)cc1 (stereo unspecified),5%,-19%,-6%
COC(=O)c1ccc(C(=O)OC)c(NC(=O)CCc2ccc(C)o2)c1,-26%,-14%,1%
CCN(C(=O)Cc1ccc(Br)cc1)C1CCCCC1,21µM*,-2%,.
COC(=O)c1c(C)[nH]c(/C=N/Nc2ccccc2)c1C,-1%,-11%,-2%
O=C(CN(Cc1ccc(F)cc1)S(=O)(=O)c1ccccc1)N1CCCCC1,?,5%,1%
O=C(CNC(=O)c1cccs1)NCC(=O)OCC(=O)c1ccccc1,-1%,-14%,-2%

# Four entries from above, tab-delimited.
Compound	TDP1 cell CPT	FEN1 inhibitor	KAT2A inh
CCOC(=O)c1c(C)[nH]c(C(=O)Cn2nnc(-c3ccc(Cl)cc3)n2)c1C	-18%	7%	-1%
O=C(CNC(=O)c1cccs1)NCC(=O)OCC(=O)c1ccccc1	-1%	-14%	-2%
CCOC(=O)Cc1cnc(NC(=O)CSc2nc(C(C)C)cc(=O)[nH]2)s1	-5%	11%	-8%
COc1cc(NC(=O)CCN2CCOCC2)cc(OC)c1	8%	7%	-2%

# Further compounds:
SMILES,TDP1 cell CPT,FEN1 inhibitor,KAT2A inh
Cc1ccc(C(=O)NC(C)(COc2nonc2C)COc2nonc2C)cc1,-30%,-13%,-10%
C=CCNC(=S)N1CCC(C(N)=O)CC1,12%,5%,1%
Cn1c(CCNC(=O)c2ccccc2Cl)n[nH]c1=S,9%,-2%,-2%
Cc1ccc(C(O)CN2C3=NCCCN3c3ccccc32)cc1 (stereo unspecified),-28%,-9%,3%
CN(C)c1nc(N)nc(CSc2nnnn2-c2cccc3ccccc23)n1,?,-8%,1%
CC(=O)c1nnn(-c2c(F)cccc2F)c1C,-5%,19%,1%
CNc1nc(Nc2ccc([N+](=O)[O-])cc2)nc(OCC(F)(F)F)n1,-12%,3%,1%
COc1ccc(CNC(=O)c2cccnc2)cc1,-17%,-3%,-11%
CC(C)=CCC(C)(C)/C=N/NC(N)=O,2%,3%,1%
O=C(c1ccccc1)C(Sc1ncn[nH]1)c1ccccc1 (stereo unspecified),4%,-11%,-29%

# Profiles, looked up by structure. Screens in order: TDP1 cell CPT, FEN1 inhibitor, KAT2A inh
# `COc1ccc(CNC(=O)c2cccnc2)cc1` is listed with -17%, -3%, -11%
# `C=CCNC(=S)N1CCC(C(N)=O)CC1` is listed with 12%, 5%, 1%
# `Cc1ccc(C(=O)NC(C)(COc2nonc2C)COc2nonc2C)cc1` is listed with -30%, -13%, -10%
# `CC(C)=CCC(C)(C)/C=N/NC(N)=O` is listed with 2%, 3%, 1%
# `CNc1nc(Nc2ccc([N+](=O)[O-])cc2)nc(OCC(F)(F)F)n1` is listed with -12%, 3%, 1%

# Next part.
SMILES,TDP1 cell CPT,FEN1 inhibitor,KAT2A inh
COC(=O)c1[nH]c2ccc(C)cc2c1NC(=O)Nc1ccc(OC)cc1,1%,-1%,2%
CCc1cccc(C)c1NC(=O)Cn1cc2c(n1)CCCCC2,?,12%,0%
Cc1cc(C)nc(N2CCC(C(=O)NCc3cccs3)CC2)n1,2%,-10%,-1%
CCc1ccccc1NC(=O)CN(Cc1ccccc1)S(=O)(=O)c1ccc(Br)cc1,?,-4%,1%
Cc1ccc(NC(=O)Nc2sc3nc4n(c(=O)c3c2C)CCC(C)CC4)c(Cl)c1 (stereo unspecified),12µM*,0%,-3%
CCCn1nnnc1SCC(=O)Nc1nnc(CC)s1,-6%,-2%,0%
CCCCCOC(=O)C1=C(C)Nc2nnnn2C1c1ccccc1Cl (stereo unspecified),?,-12%,-7%
CCCCn1c(=O)[nH]c(=O)c2c1nc(-c1cc(Cl)c(OC)c(OC)c1)n2C,-13%,0%,-9%
CCCN(CCC)S(=O)(=O)c1ccc(C(=O)Nc2sc3c(c2C(=O)OC)CCN(CC)C3)cc1,16µM*,-5%,-12%
COc1ccc(C(=O)CN(CCC(=O)O)S(=O)(=O)c2ccc([N+](=O)[O-])cc2)cc1,13%,5%,-5%

# Quoted from the listing:
# TDP1 cell CPT result of CCCCn1c(=O)[nH]c(=O)c2c1nc(-c1cc(Cl)c(OC)c(OC)c1)n2C stands at -13%
# KAT2A inh result of CCCN(CCC)S(=O)(=O)c1ccc(C(=O)Nc2sc3c(c2C(=O)OC)CCN(CC)C3)cc1 stands at -12%

# (list continues)
SMILES,TDP1 cell CPT,FEN1 inhibitor,KAT2A inh
COc1cc(/C=C\C(=O)Nc2cc(=O)n(C)c(=O)n2C)cc(OC)c1OC,4%,1%,-13%
C=CCc1c(O)nc(SCC(=O)c2ccccc2)[nH]c1=O,-9%,6%,-2%
COc1ccc(-c2ccc(F)cc2)cc1[C@H]1[C@H]2C=CC[C@@H](C)[C@@H]2C(=O)N1Cc1ccccc1,?,6%,-7%
Cc1cccc(NC(=O)c2ccccc2[N+](=O)[O-])n1,-1%,-4%,16%
CC(=O)c1cccc(S(=O)(=O)NCCC(=O)Nc2ccc(S(N)(=O)=O)cc2)c1,2%,3%,-8%
COc1ccc(NC(=O)c2ccc3c(c2)CCN3S(=O)(=O)c2ccc(C)cc2)cc1Cl,-24%,-1%,-11%
COc1ccc(CCNC(=O)c2c(O)c3c([nH]c2=O)CCCC3)cc1,-16%,14%,2%
NC(=O)c1ccc(NC(=O)COC(=O)CC2Sc3ccccc3NC2=O)cc1 (stereo unspecified),3%,-4%,-6%
O=C(Cn1cccc1C(=O)c1ccccc1)NCCN1CCCCCC1,-3%,-1%,-3%
COC(=O)c1ccc(NC(=O)C23CCC(C)(C(=O)O2)C3(C)C)cc1 (stereo unspecified),1%,0%,-4%
O=C(NCCN1CCOCC1)C(=O)NCC1OCCN1S(=O)(=O)c1ccc(Br)cc1 (stereo unspecified),-2%,0%,-2%
CN(Cc1ccco1)S(=O)(=O)c1csc(C(N)=O)c1,6%,2%,-4%
Cc1cccc(NC(=S)NNc2cccc(Cl)c2)c1,16µM*,-17%,0%
O=C(c1sc2cc(F)ccc2c1Cl)N1CCN(c2ccccc2)CC1,-7%,-13%,-9%
Nc1nnc(CC(=O)N/N=C/c2cccc([N+](=O)[O-])c2)s1,-6%,-5%,-13%
O=S1(=O)CCO[C@H]2Cc3ccccc3[C@H]2N1Cc1ccccc1,?,4%&-21%,-6%
CN1/C(=C\C(=O)C(F)F)C(C)(C)c2ccccc21,-7%,-11%,-6%
Cc1no[n+]([O-])c1COc1ccc(/C=C(\C#N)C(N)=O)cc1,-23%,-3%,-1%
CC(C)c1ccc(OCC(O)Cn2cnc3ccccc32)cc1 (stereo unspecified),18µM*,-3%,-1%
COc1ccc(N2CCN(S(=O)(=O)CCNC(=O)/C=C/c3ccc4c(c3)OCO4)CC2)cc1,-30%,0%,?
O=C(Nc1cccc(C(=O)O)c1)/C(=C\c1ccccc1)NC(=O)c1ccccc1Cl,4%,-9%,-16%
CC(C)COc1cccc(C(=O)NNC(=O)C2COc3ccccc3O2)c1 (stereo unspecified),4%,11%,-2%
CC1CCC(N(CCCN)Cc2ccco2)CC1C (stereo unspecified),29µM*,3%,2%
N#Cc1c(-c2ccccc2)nc(SCc2ccc(Cl)cc2)[nH]c1=O,-2%,-22%,-28%
CCN(CC)c1cc(C)c2cc(NC(=O)/C=C/c3ccccc3OC(C)C)ccc2n1,?,-8%,-10%
COc1ccc(CN2CCN(Cc3ccc(C)cc3)CC2)c(OC)c1,-21%,3%,17%
Cc1cccc(C)c1OCC(=O)N=Nc1c(O)[nH]c2ccc(Br)cc12,?,-4%,4%
Cc1ccc(-c2cnc(-c3ccncc3)o2)cc1,-28%,-4%,?
COc1cc(NC(=O)c2cc(C(C)C)on2)c(OC)cc1Cl,-11%,-9%,?
NNc1nc(-c2ccccc2)cc(-c2ccccc2O)n1,?,-6%,-18%
O=C1CCCC(O)=C1N=Nc1cccc(S(=O)(=O)N2CCOCC2)c1,3%,-8%,-7%
Cc1ccc(C)c(N2CCN(C(=O)c3ccc(CS(=O)Cc4cccc(Cl)c4)o3)CC2)c1 (stereo unspecified),?,-27%,-11%
Cc1nc(NCCc2ccccc2)c2nnn(Cc3ccccc3)c2n1,-6%,-1%,1%
O=c1oc2cc(O)ccc2cc1-c1nc2c(s1)CCc1ccccc1-2,?,-20%,-7%
O=C(N/C(=C/c1cccc([N+](=O)[O-])c1)C(=O)N1CCCCC1)c1cccs1,5%,2%,2%
CCOc1ccc(/C=N/NC(=S)NC2CC3CCC2C3)cc1 (stereo unspecified),?,-10%,-3%
N#CC1=C(N)N(c2ccc(Oc3ccccc3)cc2)C(=O)C1,-29%,0%,-21%
COc1cc(C(=O)Nc2nnc(SC)s2)c([N+](=O)[O-])cc1OC,-7%,2%,-10%
O=c1cc(-c2ccccc2)n2c(SCc3ccccc3)nnc2[nH]1,10%,-5%,-22%
CCOC(=O)c1cc(OC(=O)c2ccccc2F)n(-c2ccccc2)n1,.,17%,-2%
C=CCNC(=O)COC(=O)C1CCN(S(=O)(=O)c2ccc3c(c2)OCCO3)CC1,0%,-4%,?
CC(=O)Nc1ccc(SCC(=O)c2c(N)n(Cc3ccccc3)c(=O)n(C)c2=O)cc1,?,-13%,-5%
CCC(=O)N1CCCc2cc(S(=O)(=O)N3CCC(C(=O)Nc4ccc(F)c(F)c4)CC3)ccc21,-87%,1%,-2%
Cc1ccc(NC(=O)C(C)OC(=O)c2ccc(NC(=O)CC#N)cc2)cc1S(=O)(=O)N1CCOCC1 (stereo unspecified),15%,1%,-7%
NC(=O)C1(NC(=O)[C@@H]2CC3(CC(c4cccc(NC(=O)c5cc([N+](=O)[O-])cc([N+](=O)[O-])c5)c4)=NO3)CN2C(=O)c2ccccc2)CC1 (stereo partly specified),-22%,8%,-15%
COc1ccc(S(=O)(=O)N2CCN(C(=O)Cc3cccs3)CC2)cc1,-11%,-2%,-10%
CCNC(=O)c1c(O)c2cccc3c2n(c1=O)CC3,?,-4%,-2%
Cc1ccc(C2=NN(C(=O)CN3C(=O)c4ccccc4S3(=O)=O)C(c3ccco3)C2)cc1 (stereo unspecified),13µM*,-2%,-6%
CCCCC(=O)Nc1ccc(C(=O)OCc2cc(=O)n3ccsc3n2)cc1,?,-3%,20%
CN(CC(=O)Nc1cccc(F)c1)C(=O)C1CCC(C(=O)N(C)CC(=O)Nc2cccc(F)c2)CC1 (stereo unspecified),-2%,14%,.

# Continuation:
SMILES,TDP1 cell CPT,FEN1 inhibitor,KAT2A inh
O=C(COc1ccc(Br)cc1)N1CCc2ccccc21,1%,5%,0%
COc1cccc(C(=O)NC(C)c2ccc(-c3ccccc3)cc2)c1OC (stereo unspecified),?,-17%,-6%
CC(C)CCNC(=O)c1ccc2nc(CCc3ccccc3)oc2c1,8%,2%,-21%
COc1cc(C2NC(=S)NC(O)(C(F)(F)F)C2C(=O)c2cccs2)cc(OC)c1O (stereo unspecified),-24%,38%[activator],1%
CNC(=O)c1sc(Nc2ccc(OCc3ccccc3)cc2)nc1C,?,8%,-23%
Cc1[nH]n(-c2ccc(Cl)cc2)c(=O)c1/C=N/c1nnc(-c2ccccc2)s1,?,3%,-2%
COc1ccc(NC2=C(Cl)C(=O)N(c3ccccc3)C2=O)c(OC)c1,18µM*,19%,-1%
Cc1ccc(S(=O)(=O)NC(=O)c2cc(C)n(-c3ccc(N(C)C)cc3)c2C)cc1,5%,-2%,-5%
CC1CCCN(C(=O)Cn2nnc(-c3ccccc3F)n2)C1 (stereo unspecified),-13%,0%,-9%

# Screening results deposited in PubChem by National Center for Advancing Translational Sciences (NCATS).

# These rows are one share of the data, so the mix of outcomes need not match the whole.
